# High-throughput results from PubChem.
# HCT116 bCat-KO – beta-catenin-lacking colon tumor cell growth suppression | AID 818 | 1.5% of 140,000 active | viability, % at 10 µM | HCT116 beta-catenin knockout viability, CellTiter-Glo, 60 h; hits give low values;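 active means viability at or under a set limit, the compound median less 4 SD, cut at about 6% in these data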;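 further: 0% = Hyamine 1622 control at 20 µM and 100% = untreated cell control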
# E-sel TNF inh – TNF alpha driven E-selectin expression inhibition; HUVEC TNFa-induced E-selectin immunofluorescence, high content; inhibition, % at 2 µM; 0.71% of 120,000 active; AID 1246;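 active means inhibition above the batch mean plus 3 SD, and confirmed as a hit on visual image review, cut at about 43% in these data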;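 further: 0% = TNF-stimulated DMSO wells and 100% = unstimulated control wells; not every result past the cut was called active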
# MRP1 act – MRP-1 activation. viability increase, % at 10 µM. 0.61% of 140,000 active. H69AR cells + doxorubicin, viability rescue, CellTiter-Glo. AID 799;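 active means viability gain under doxorubicin at or above a set limit, the compound median plus 3 SD, cut at about 4.7% in these data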;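 further: MRP-1 overexpressing cells given doxorubicin 25 µM after compound pretreatment; 18-22 h compound pretreatment then 72 h with doxorubicin before readout; 0% = doxorubicin-only wells and 100% = vehicle-treated cells without doxorubicin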
# GALR2 antag – GALR2 (human) receptor antagonism. GALR2-expressing cells, antagonist mode. inhibition, % at 4 µM. 0.39% of 140,000 active. O43603; in the data active means inhibition above about 27%;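 further: cells stimulated with galanin 1-16 at roughly its EC80; 0% = agonist challenge control and 100% = basal control without agonist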
# Target sequence (O43603 whole entry, looked up): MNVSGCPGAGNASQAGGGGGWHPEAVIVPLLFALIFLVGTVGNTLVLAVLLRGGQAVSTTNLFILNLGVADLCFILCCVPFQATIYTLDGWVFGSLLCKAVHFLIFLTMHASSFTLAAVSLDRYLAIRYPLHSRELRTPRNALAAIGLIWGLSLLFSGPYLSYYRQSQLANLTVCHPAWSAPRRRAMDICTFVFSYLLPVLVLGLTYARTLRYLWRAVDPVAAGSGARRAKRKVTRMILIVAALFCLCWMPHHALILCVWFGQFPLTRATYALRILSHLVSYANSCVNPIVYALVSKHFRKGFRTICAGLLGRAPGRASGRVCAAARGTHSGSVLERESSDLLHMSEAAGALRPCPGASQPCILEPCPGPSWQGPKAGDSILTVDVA
# Phagocytosis inh – macrophage phagocytosis inhibition; J774A.1 macrophage IgG-bead phagocytosis, imaging; inhibition, % at 5 µM; 0.07% of 110,000 active; AID 1029;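 active means inhibition above the mean of the plate negative controls plus 5 SD, cut at about 13% in these data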;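 further: phagocytic index as fraction of beads internalized from green versus red external bead signal; plate controls were DMSO negative control for no effect and cytochalasin-D positive control for full effect; some results beyond the cut were filed as inactive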
# NPY Y2 blocker – antagonists of human neuropeptide Y receptor Y2 | NPY-Y2 expressing cells, antagonist mode | inhibition, % at 2.7 µM | 0.99% of 140,000 active; in the data active means inhibition above about 17%;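 further: 0% = vehicle with agonist challenge and 100% = reference antagonist with challenge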
# Target sequence (P49146 whole entry, looked up): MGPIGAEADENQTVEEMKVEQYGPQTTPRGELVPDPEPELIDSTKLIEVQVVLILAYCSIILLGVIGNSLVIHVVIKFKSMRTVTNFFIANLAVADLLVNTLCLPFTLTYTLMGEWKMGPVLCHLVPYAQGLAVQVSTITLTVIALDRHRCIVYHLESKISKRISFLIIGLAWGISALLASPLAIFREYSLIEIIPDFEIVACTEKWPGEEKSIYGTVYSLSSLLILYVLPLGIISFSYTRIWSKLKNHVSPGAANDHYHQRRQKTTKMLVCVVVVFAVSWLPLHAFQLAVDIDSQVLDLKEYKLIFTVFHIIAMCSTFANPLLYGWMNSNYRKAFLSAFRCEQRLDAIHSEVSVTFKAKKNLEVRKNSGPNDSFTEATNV
# HCT116 PTEN-null – suppresses growth of cells with PTEN deletion. AID 827. HCT116 PTEN-null viability, CellTiter-Glo, 60 h; hits give low values. 1.2% of 140,000 active. viability, % at 10 µM;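 active means viability at or below a set limit, 4 SD under the median of all tested compounds, cut at about 3.7% in these data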;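 further: PTEN knockout HCT116 line with beta catenin targeted HCT116 as companion control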
# Yeast lifespan up – extends the lifespan of yeast; AID 775; 0.68% of 130,000 active; S. cerevisiae growth with nicotinamide, OD615; deaD strain in restrictive glucose medium; inhibition of the nicotinamide effect, % at 10 µM;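 active means inhibition above a set limit, placed 3 SD over the median of all compounds, cut at about 26% in these data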;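 further: 0% = nicotinamide-treated wells and 100% = cells grown without nicotinamide; some compounds called inactive have numbers as strong as hits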
#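 assay system = DeaD-strain S. cerevisiae | measured by = absorbance at 615 nm | probe or stimulus = nicotinamide 1.5 mM | buffer or medium = CSMM-D glucose medium, restrictive | times = 48 h at 30 °C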
# Yeast growth inh – reduces growth of yeast BB579 in restrictive medium | 0.51% of 140,000 active | S. cerevisiae BB579 growth, OD615, 48 h | inhibition, % at 10 µM;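 active means inhibition above a set limit, 3 SD over the mean compound inhibition, cut at about 44% in these data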; further: inactives centre near -24
#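 Assay system: S. cerevisiae DeaD strain BB579 yeast. Medium: CSMM-D restrictive synthetic medium containing dextrose (glucose). Times: 4 h cell preincubation, 48 h compound exposure, 30 °C humidified. Signal: OD615 turbidity measurement. Benchmarks: positive control amphotericin B 10 µg/mL.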
# Measles CPE – protection of cells from measles virus; Measles virus-infected cells, CPE protection, absorbance; protection (pct of control), % at 4 µM; 1.5% of 140,000 active; AID 841; in the data active means protection mostly above about 24%, no sharp cut-off; inactive means mostly below about 26%; further: some compounds called inactive have numbers as strong as hits
# An asterisk follows results filed as active; / = not tested or not shown.
smiles	HCT116 bCat-KO	E-sel TNF inh	MRP1 act	GALR2 antag	Phagocytosis inh	NPY Y2 blocker	HCT116 PTEN-null	Yeast lifespan up	Yeast growth inh	Measles CPE
Cc1ccc(N(CC(N)=O)C2SC(=O)NC2=O)cc1 (centres undefined)	92	4	-3.2	14	-2	0	98	13	-53	8
CCn1c(SCC(=O)N2CCCCC2C)nnc1-c1ccc(S(=O)(=O)N2CCN(C)CC2)cc1 (centres undefined)	94	-8	-0.9	-10	-2	-1	97	-9	11	12
COc1cc(C2=Nc3c(c(C)nn3-c3ccccc3)P(=O)(N3CCOCC3)O2)cc(OC)c1OC (centres undefined)	92	3	-1.5	9	-1	0	95	-1	-23	4
CC(=O)NC(CCS(C)(=O)=O)C(=O)Nc1cccc(C)c1 (centres undefined)	102	/	1.3	-7	0	5	99	-8	30	2
COc1ccc(OC)c(C2SCCN2S(C)(=O)=O)c1 (centres undefined)	102	-1	-0.9	-9	-1	2	100	-4	0	27
CCCOc1cccc(C(=O)Nc2nnn(CCC)n2)c1	91	-1	-1.6	0	0	-2	88	-24	6	14
COc1ccc(-c2nc(N)n(C(C)=O)n2)cc1	98	1	-1.6	-1	-2	0	99	-7	3	2
Cc1ccc(N2C(=O)[C@@H]3Cc4ccccc4CN3C2=O)cc1	94	/	-1.4	-29	-2	4	102	-3	-31	10
Cc1ccc(-c2nnc(-c3ccccc3)c(N3CCOCC3)n2)cc1	73	3	-1.6	13	/	4	73	-16	-39	5
COc1ccc(CO/N=C/c2c(C)[nH]c(=O)[nH]c2=O)cc1	99	5	-0.2	8	/	6	95	-1	-13	6
O=c1c2ccccc2nc2n1C(CSCc1cccc(C(F)(F)F)c1)CS2 (centres undefined)	54	/	-2.9	3	/	7	62	-15	-19	4
COc1cccc(CN(Cc2ccco2)C(c2ccc(F)cc2)c2nnnn2C(C)(C)C)c1 (centres undefined)	19	/	-3.0	-4	0	22*	34	-3	-51	12
CCOC(=O)C(NCCCO)c1ccccc1 (centres undefined)	96	11	0.6	8	0	0	113	1	-7	30
CCOc1ccccc1N(CC(=O)N/N=C/c1cc(Br)ccc1OC)S(C)(=O)=O	80	-30	-3.8	5	0	4	73	6	-39	5
O=C(Cn1nnc(-c2ccc(Cl)cc2)n1)NCC1CCCCC1	92	/	0.0	1	2	1	83	0	0	7
CCOC(=O)C(CC)n1nc(C)n2c(cc3sccc32)c1=O (centres undefined)	/	46*	/	6	3	4	/	/	/	/
CCOC(=O)C1CCCN(Cc2c(F)cccc2Cl)C1 (centres undefined)	98	9	-0.9	-6	-2	0	96	1	-3	11
CCCOc1ccc(C(=O)NNC(=S)NC(=O)CC)cc1	5.5*	-38	-1.2	-1	/	10	6	10	-37	5
O=C(COC(=O)c1ccccc1Sc1ccc(C(F)(F)F)cc1[N+](=O)[O-])NC(=O)NC1CCCC1	67	2	-3.4	-10	-14	2	59	7	-36	8
COc1ccc2[nH]c(O)c(N=O)c2c1	90	15	1.2	12	-14	2	95	4	-24	4
CCOC(=O)c1c2n(c3c(NCc4ccccc4)ncnc13)CCCC2	80	-8	-5.1	-7	-1	7	76	-3	-32	9
COc1cc(/C=C/C(=O)OCC(=O)Nc2ccc(C)c(S(=O)(=O)N3CCCCC3)c2)ccc1O	92	/	-0.7	3	-13	0	96	-3	-31	42
CCC(Sc1ncccc1C(=O)O)C(=O)N1CCOCC1 (centres undefined)	94	7	0.2	4	/	4	98	-5	-18	1
CCOC(=O)c1c(C)[nH]c(C)c1C(=O)COC(=O)c1ccc(Cl)c(S(=O)(=O)NCc2ccccc2)c1	27	/	-5.3	6	1	-1	26	-22	-8	22

# Reprinted from the part before: two entries, then new ones.
smiles	HCT116 bCat-KO	E-sel TNF inh	MRP1 act	GALR2 antag	Phagocytosis inh	NPY Y2 blocker	HCT116 PTEN-null	Yeast lifespan up	Yeast growth inh	Measles CPE
CCC(Sc1ncccc1C(=O)O)C(=O)N1CCOCC1 (centres undefined)	94	7	0.2	4	/	4	98	-5	-18	1
CCOC(=O)c1c(C)[nH]c(C)c1C(=O)COC(=O)c1ccc(Cl)c(S(=O)(=O)NCc2ccccc2)c1	27	/	-5.3	6	1	-1	26	-22	-8	22
CC(C)Sc1oc(-c2ccco2)nc1S(=O)(=O)c1ccc(F)cc1	94	-9	-3.1	-14	/	1	83	0	-18	10
O=C(O)Cc1ccccc1C(=O)O	88	-14	-1.1	11	2	0	97	-1	-33	14
COc1ccc(Cl)cc1S(=O)(=O)N1CCN(C(=O)COc2ccccc2)CC1	73	-16	0.5	5	2	1	79	2	-1	4
CCOC(=O)C1CCCN(c2ccc(NC(=O)c3snc4c(=O)[nH]cnc34)cc2)C1 (centres undefined)	93	-8	-1.9	2	2	1	83	-1	-41	14
CCCCSc1nnc([C@H](CC(C)C)NC(=O)OC(C)(C)C)o1	64	43	0.1	3	-1	7	73	-11	12	5
CCCCCCn1nc(C(=O)Nc2nc3c(s2)CCCC3)c2ccccc2c1=O	81	34	2.5	3	-5	0	83	3	-18	9
CCCn1c(SCC(=O)Nc2ccccc2CC)nnc1C(C)C	98	/	-1.4	-4	0	1	117	-1	-47	31
COc1ccc(NC(=O)CCCn2c(=S)[nH]c3ccccc3c2=O)cc1	98	-12	-2.4	-10	0	6	80	-6	-22	30
CS(=O)(=O)N(CC(=O)NC1CC1)C1CCCCC1	94	/	-0.5	0	-4	0	90	-1	-39	5
COc1nnc(-c2ccc(C(=O)N3C[C@@H]4C[C@H](C3)c3cccc(=O)n3C4)cc2)c2ccccc12	85	-33	-2.3	8	0	3	99	-5	-24	5
Fc1ccc(NC(=S)Nc2ccccc2OC(F)F)cc1Cl	21	49	-1.5	6	-6	0	23	-9	-15	10
COc1cc2c(cc1NC(=O)COC(=O)[C@@H](NS(=O)(=O)c1ccccc1)C(C)C)oc1ccccc12	63	7	-4.9	7	-3	-1	60	-2	-37	10
N#CCCN1CCN(S(=O)(=O)c2ccc(S(=O)(=O)NC3CC3)cc2)CC1	101	-18	0.1	-4	0	2	99	-5	-32	7
COc1ccc(S(=O)(=O)N2CCOC2CNC(=O)C(=O)NCCc2ccc(OC)c(OC)c2)cc1C (centres undefined)	77	/	-0.6	7	-5	2	72	0	-51	4
COc1cccc(OC)c1C(=O)N1CCN=C1SCc1cccnc1	102	/	0.5	5	-1	0	88	-3	-30	13
Fc1ccc(/C=N/Nc2ncnc3nc[nH]c23)cc1F	85	-17	-4.0	5	/	2	74	-4	4	6
COC(=O)c1ccc(NC(=O)C2CCCN(S(=O)(=O)c3cnc[nH]3)C2)cc1 (centres undefined)	104	/	0.3	2	0	0	102	-6	-13	4
CCOC(=O)c1cccc(Nc2nc(C)cc(C)n2)c1	105	7	0.1	-1	-1	2	96	-20	-4	6
CC1CN(C(=O)C(c2ccccc2)c2ccccc2)CC(C)O1 (centres undefined)	88	-13	-0.8	-10	0	0	90	-5	2	5
C=CCSc1nc2sc(C)c(C)c2c(=O)n1N	100	/	2.1	-6	0	9	93	-5	-67	6
CN1CCN(C(=O)c2c(O)c3cccc4c3n(c2=O)CCC4)CC1	87	/	-0.3	3	4	1	95	41	-48	5
COc1ccccc1NC(=O)COC(=O)[C@@H]1CCCN1C(=O)c1cccs1	79	20	-1.0	1	/	0	81	-19	-28	13
N#CC1=C(N)C(C#N)(C#N)C(c2cccnc2)C2CC(c3ccccc3)CC=C12 (centres undefined)	83	5	-7.1	0	4	-1	82	-12	-16	9
CCOC(=O)C1=C(C)Nc2ncnn2C1c1ccc(N(C)C)cc1 (centres undefined)	90	-20	-2.3	3	-1	2	101	2	-35	6
CC(NCCOCCOc1ccccc1)c1ccccc1 (centres undefined)	82	5	-1.2	-1	-8	1	86	3	-10	3
O=C(Oc1ccc(Cl)cc1)c1ccc(COC(=O)c2cnccn2)cc1	67	/	-1.2	-7	-1	2	71	-8	-31	22
NC(=O)COC(=O)CC(NC(N)=O)c1ccc(Cl)cc1 (centres undefined)	89	/	0.6	-7	-3	1	91	1	-37	37*
CCn1c(CC(=O)Nc2ccc(C)c(Cl)c2)nnc1SCCOc1ccc(OC)cc1	98	-7	-2.3	-7	/	1	101	-18	-14	8
CCCCc1c(CCC)c(=N)c2ccccc2n1C	48	-1	-2.6	-10	/	2	47	-5	6	4
O=C(Nc1cccs1)OCCN1CCN(Cc2ccccc2)CCC1=O	90	-18	-1.1	-13	/	-1	104	3	-27	13
C/C(=N\NS(=O)(=O)c1ccc(C)cc1)c1cccs1	99	-10	-2.5	1	0	6	90	-6	-46	5
Cc1ccc(CN2C(=O)CCC2C(=O)NCCCN2CCCC(C)C2)cc1 (centres undefined)	102	-9	-1.1	-12	/	2	100	4	-17	20
COc1ccc(NC(=O)CSc2ncn[nH]2)c([N+](=O)[O-])c1	90	-34	-0.3	3	-1	3	99	18	-16	7
CC(=O)Nc1cc(NC(C)=O)cc(C(=O)NC(C)(C)C)c1	96	-2	-1.0	2	-1	1	94	-18	2	7
COC(=O)c1cc(=O)[nH]c(SCc2cccc(C)c2)n1	96	-8	-1.6	8	/	4	93	1	-21	12
O=C(N/C(=C\c1ccc(Br)cc1)c1nc2ccccc2[nH]1)c1ccco1	94	-32	-0.7	2	-2	2	101	2	-37	15
O=C(C(Cc1ccccc1)n1cccc1)N1CCc2ccccc21 (centres undefined)	83	-7	-1.2	6	1	3	75	3	-40	22
N#CC1=C(N)N2C(=C(C#N)C1c1ccccc1)Sc1ccccc12 (centres undefined)	90	9	-0.9	-17	-1	1	91	2	-53	4
COc1ccc(C2/C(=C(/O)c3ccc(Cl)cc3)C(=O)C(=O)N2CCN2CCOCC2)c(OC)c1 (centres undefined)	96	/	-1.7	-10	/	1	90	-4	-10	11
CCN1CCN(C(=O)CN(C)S(=O)(=O)c2ccc(Cl)cc2)CC1	98	4	0.2	1	-1	4	104	-3	-53	6
Cc1ccc(CNc2ccc3c(c2)OCO3)cc1	23	-20	-4.7	-16	-1	6	18	-16	-25	25
NC1=NC(=Nc2cccc(Cl)c2)c2ccccc21	65	-3	-1.0	-2	1	0	67	-3	-25	4
Cc1ccc(Cn2ccc(-c3cnc(-c4ccccc4)s3)n2)cc1	56	9	1.8	-2	-1	0	75	0	-10	5
COc1ccc(/C(N)=N/OC(=O)CCCc2ccccc2)cc1OC	103	/	-1.5	9	-3	9	102	0	-21	20
COc1cc2c(cc1OC)-c1nncn1C(C)(C)C2	96	/	-0.7	8	-2	-1	96	-1	-7	4
Cc1cccc(OCC(=O)NCC(=O)n2nc(C)cc2C)c1	97	/	-0.1	0	-1	6	95	-6	-39	8

# Outcome played no part in choosing rows. About 6.1% of those tested had a hit in this group.
